High-throughput results from PubChem BioAssay.
BaF3 parental – parental Ba/F3 viability inhibition as JAK2V617F counter-screen. CellTiter-Glo ATP luminescence. inhibition, % at 5.6 µM. 220,000 compounds, 1.1% hits. AID 1486;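 active means inhibition above a per-campaign cutoff, the mean inhibition of all tested compounds plus 3 SD, cut at about 27% in these data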;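 further: 0% = DMSO wells and 100% = JAK Inhibitor I control wells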
p47phox inh – inhibitors of human p47phox binding. P14598. p47phox/p22phox peptide binding, fluorescence polarization, 2 h. inhibition, % at 24.7 µM. 220,000 compounds, 0.53% hits. AID 1274;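 active means inhibition above about 30%, limit read from the data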;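 further: 0% = p47phox with labelled peptide and 100% = labelled peptide alone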
S1P4 ag – activates the human S1P4 receptor | O95977 | S1P4-expressing cell line, agonist reporter assay | activation, % at 4.98 µM | 220,000 compounds, 0.35% hits; in the data active means activation above about 11%;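 further: 0% = DMSO vehicle and 100% = reference agonist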
Target sequence (O95977 whole entry, looked up): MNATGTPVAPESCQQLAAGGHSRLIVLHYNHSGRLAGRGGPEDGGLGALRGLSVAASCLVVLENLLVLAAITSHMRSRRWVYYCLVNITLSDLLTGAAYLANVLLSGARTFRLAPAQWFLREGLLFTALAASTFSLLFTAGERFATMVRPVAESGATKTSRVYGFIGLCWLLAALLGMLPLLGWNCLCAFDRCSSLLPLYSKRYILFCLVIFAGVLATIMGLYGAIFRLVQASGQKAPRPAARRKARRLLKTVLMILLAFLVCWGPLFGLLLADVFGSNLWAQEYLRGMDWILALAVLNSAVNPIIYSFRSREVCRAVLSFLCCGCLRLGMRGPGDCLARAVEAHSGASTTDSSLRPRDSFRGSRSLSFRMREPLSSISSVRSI
S1P4 antagonist – antagonists of human S1P4 receptor; O95977; S1P4-expressing cells, antagonist mode, reporter read-out; inhibition, % at 4.98 µM; 220,000 compounds, 0.26% hits; AID 1510; in the data active means inhibition above about 29%;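 further: 0% = wells stimulated with agonist and 100% = vehicle wells without agonist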
CHOP inh – blocks CHOP induction under ER stress; CHO-K1 CHOP-promoter luciferase, tunicamycin-induced, 15-18 h; inhibition, % at 10 µM; 220,000 compounds, 3.8% hits;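 active means compounds that reduced the stress-induced luciferase reporter signal by more than about 70% of percent inhibition, limit read from the data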;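 further: 0% = tunicamycin plus vehicle and 100% = wells without tunicamycin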
Ba/F3 V617F tox – reduce viability of Ba/F3 cells dependent on JAK2V617F. Ba/F3 EpoR-JAK2V617F viability, ATP luminescence. inhibition, % at 5.6 µM. AID 1446. 220,000 compounds, 1.1% hits;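 active means inhibition above the campaign mean plus 3 SD over all tested compounds, cut at about 24% in these data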;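 further: cytokine-independent growth of Ba/F3 cells driven by EpoR plus mutant JAK2; 0% = DMSO-treated cells and 100% = JAK inhibitor I control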
NPY-Y1 PAM-ag – human NPY-Y1 potentiation or agonism, primary screen. activation, % at 3.6 µM. 220,000 compounds, 0.37% hits. AID 1304. NPY-Y1 expressing cells, potentiator/agonist activation; in the data active means activation above about 33%, passing the limit was not always enough;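 further: cells stimulated with NPY at EC10 then isoproterenol at EC100; 0% = low agonist plus stimulus and 100% = saturating agonist plus stimulus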
NPY Y1 blocker – blocks the human neuropeptide Y Y1 receptor; P25929; inhibition, % at 3.6 µM; HEK293-CNG Y1 cells, membrane potential fluorescence; NPY at EC95, then isoproterenol; 200,000 compounds, 1% hits;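 active means inhibition above the campaign mean inhibition of all tested compounds plus 3 SD, cut at about 20% in these data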;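 further: 0% = DMSO wells given NPY plus isoproterenol and 100% = isoproterenol alone without NPY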
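Material: HEK293 Y1/CNG channel cell line | Also added: NPY (25 nM), isoproterenol (1 µM), Ro 20-1724 (25 µM) | Compound: One concentration, 3.6 µM, in 0.4% DMSO | Schedule: 3 h dye uptake, 1 h room-temperature compound, 45 min post-isoproterenol | Signal: Membrane-potential fluorescent dye readout | Read-out: % inhibition of NPY effect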
NPY2 pot ag – potentiates or activates human NPY-Y2 receptor; 220,000 compounds, 0.45% hits; P49146; AID 1359; activation, % at 3.6 µM; cells expressing NPY-Y2, potentiator/agonist read-out; in the data active means activation above about 27%;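 further: cells stimulated with NPY near EC25 plus isoproterenol at EC100; 0% = vehicle plus submaximal agonist and 100% = vehicle plus saturating agonist; some results beyond the cut were filed as inactive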
Target sequence (P49146 whole entry, looked up): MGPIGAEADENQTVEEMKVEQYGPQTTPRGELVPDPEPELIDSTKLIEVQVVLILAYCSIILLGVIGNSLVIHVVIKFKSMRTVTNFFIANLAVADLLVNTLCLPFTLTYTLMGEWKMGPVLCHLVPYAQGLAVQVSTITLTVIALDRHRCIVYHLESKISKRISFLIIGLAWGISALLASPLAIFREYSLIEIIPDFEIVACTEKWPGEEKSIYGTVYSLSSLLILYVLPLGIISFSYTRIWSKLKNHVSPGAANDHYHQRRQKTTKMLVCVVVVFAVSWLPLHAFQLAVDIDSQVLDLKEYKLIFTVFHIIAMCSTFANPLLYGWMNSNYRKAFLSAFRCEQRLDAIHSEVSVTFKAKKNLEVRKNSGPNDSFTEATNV
* marks the source's active call; other numbers are inactive results; · = no result given.

SMILES | BaF3 parental | p47phox inh | S1P4 ag | S1P4 antagonist | CHOP inh | Ba/F3 V617F tox | NPY-Y1 PAM-ag | NPY Y1 blocker | NPY2 pot ag
COC(=O)NCC(C)OC(=O)Nc1ccc(Cl)cc1 (centres undefined) | 1 | 8 | -1.1 | -6 | -17 | 3 | -20 | 2 | -10
COC(=O)c1ccc(COc2ccc(/C=N/Nc3cccc(C(=O)O)c3)cc2)cc1 | 0 | 3 | -0.6 | 0 | -13 | -2 | -1 | · | -18
Cn1c(NC(=O)c2cccc(Cn3cc(Cl)cn3)c2)nc2ccccc21 | 0 | -7 | 1.0 | -9 | 16 | -4 | -34 | 2 | -6
O=C(CSc1nnc(-c2cccs2)n1-c1ccccc1)Nc1ccccc1 | 0 | -17 | 1.8 | 4 | 34 | -3 | -24 | 0 | -12
Cc1ccc(NC(=O)CSc2nccc(=O)[nH]2)c(S(=O)(=O)N2CCOCC2)c1 | 3 | -18 | -0.7 | 2 | -8 | -5 | 2 | 7 | -1
C=CCSc1nc2c(c(=O)n(C)c(=O)n2C)n1CC | 5 | -9 | 0.4 | -17 | 34 | -2 | -13 | -5 | -6
COC(=O)c1sc(-c2ccc(Cl)cc2)cc1N | 0 | -12 | -1.4 | 3 | -21 | -1 | 8 | · | 12
CCOC(=O)C(NC(=O)CC)(Nc1ccc(S(N)(=O)=O)cc1)C(F)(F)F (centres undefined) | -1 | 3 | -0.1 | -3 | 10 | -2 | -6 | · | -31
COc1cccc(C(=O)NNC(=O)CCC(=O)O)c1 | -4 | -14 | 0.2 | -13 | 0 | -2 | -5 | · | 1
CC(CCc1ccccc1)NC(=O)C(=O)NCCO (centres undefined) | -2 | -5 | 0.8 | -20 | 12 | 0 | 14 | 2 | 8
COc1ccc(-c2nnc3ccc(SCc4ccccc4)nn23)cc1 | 3 | 5 | -1.8 | 8 | 15 | 0 | -5 | 4 | -17
COc1cc(CN2CCNC(=O)C2CC(=O)O)cc(OC)c1 (centres undefined) | 1 | 1 | 1.2 | 1 | 5 | 1 | 2 | 2 | 3
CC(C)CC(=O)Nc1ccc2nn(-c3ccccc3)nc2c1 | 6 | -9 | 3.2 | -9 | 28 | -2 | -1 | -3 | 10
O=C(Oc1ccc2[nH]cc(CCN3C(=O)c4ccccc4C3=O)c2c1)c1ccco1 | 4 | -13 | -4.1 | -8 | 1 | 1 | 12 | -5 | -7
COC(=O)CC1C(=O)NCCN1C(=O)CSc1nnc(Nc2ccc(C)cc2)s1 (centres undefined) | 6 | -10 | 0.4 | -4 | 38 | -2 | 21 | 4 | 5
COc1ccccc1N1CCN(C(=O)CSc2nnc3c4ccccc4n(CC(=O)O)c3n2)CC1 | 0 | 0 | 2.3 | -34 | -5 | -2 | -12 | -3 | -4
Cc1ccc(NC(=O)COC(=O)/C(=C/c2cccs2)c2cccs2)cc1S(=O)(=O)N(C)C | 1 | -46 | 0.6 | 4 | 15 | -2 | 14 | -6 | 1
Cc1nn(C)c(N)c1-c1ccccc1 | 5 | -1 | -1.0 | -10 | -8 | -4 | 5 | 2 | -3
Cc1cnnc2c1-c1nonc1CC2 | 2 | -1 | 0.1 | -16 | 26 | -5 | -7 | -7 | 4
O=C(N1CCN(c2ccccc2)CC1)C(F)(F)C(F)F | 3 | -14 | -0.3 | -10 | 7 | 0 | -11 | 4 | -11
CCN(CC)S(=O)(=O)c1cccc(C(=O)N[C@H](C(=O)O)C(C)C)c1 | 8 | 92* | 0.6 | -21 | 4 | 0 | -31 | 2 | -12
CCCCNC(=O)C1CCCN1S(=O)(=O)c1cccc2nsnc12 (centres undefined) | 1 | -31 | -4.0 | 8 | -3 | 3 | -29 | · | -10
CCN1CCN(c2c(C(=O)c3ccc(OC)cc3)cnc3ccccc23)CC1 | 1 | -5 | 0.3 | -3 | 1 | -1 | 4 | -2 | -2
O=C(NNC(=O)c1ccccc1Cl)c1ccco1 | -2 | -16 | 1.7 | -13 | -7 | -2 | 8 | · | 13
CCOC(=O)N1CCN(S(=O)(=O)c2ccc(C)c(C)c2C)CC1 | 2 | -10 | 3.4 | -63 | 14 | 0 | 6 | 6 | -1
CSC(=O)NC12CC3CC(CC(C)(C3)C1)C2 | 2 | -8 | -0.1 | -1 | 78* | 1 | 4 | -2 | -11
CC1(C)CC(C)(O)P(=O)(c2ccccc2)O1 (centres undefined) | 7 | 8 | 0.7 | -20 | -3 | -5 | 4 | 0 | 5
C/C(=N\O)C1CC(CC(=O)O)C1(C)C (centres undefined) | -4 | -9 | 0.4 | 11 | 23 | -6 | 5 | · | 8
Cc1ccc(Nc2ccccc2)cc1 | 3 | -9 | -1.8 | -14 | 0 | 2 | -8 | 1 | -3
Cn1c(=O)cc(SCC(=O)NCC2COc3ccccc3O2)c2ccccc21 (centres undefined) | -3 | -5 | 1.8 | -5 | 9 | -4 | -4 | -2 | 1
CCOC(=O)CCc1c(C(=O)OCC)[nH]c(CC)c1C(=O)OCc1ccccc1 | 1 | -1 | 1.6 | -5 | 55 | 3 | -38 | · | -17
CSc1ccccc1C(=O)N1CCOCC1 | 2 | -12 | -1.4 | -14 | -6 | -1 | 11 | -7 | 14
CC(c1nnc(SCC(=O)N2CCc3ccccc32)n1-c1ccc(Cl)cc1)N(C)C (centres undefined) | 1 | -7 | 3.0 | -7 | 20 | 1 | -15 | -2 | -16
CC(C)C(=O)NCCn1ccc2ccccc21 | 4 | -15 | -0.4 | -4 | 17 | 3 | 2 | 6 | -12
CN(C)c1ccc(C(=S)N2CCCCCC2)cc1 | 6 | -6 | 2.1 | -12 | 44 | -1 | 13 | -4 | 5
O=C(Nc1cc(S(=O)(=O)N2CCOCC2)ccc1N1CCOCC1)C1CCCO1 (centres undefined) | 1 | -5 | -1.0 | -2 | 12 | 0 | 4 | 7 | 9

Looked up one by one from above, 2 records:
SMILES | BaF3 parental | p47phox inh | S1P4 ag | S1P4 antagonist | CHOP inh | Ba/F3 V617F tox | NPY-Y1 PAM-ag | NPY Y1 blocker | NPY2 pot ag
C=CCSc1nc2c(c(=O)n(C)c(=O)n2C)n1CC | 5 | -9 | 0.4 | -17 | 34 | -2 | -13 | -5 | -6
COC(=O)CC1C(=O)NCCN1C(=O)CSc1nnc(Nc2ccc(C)cc2)s1 (centres undefined) | 6 | -10 | 0.4 | -4 | 38 | -2 | 21 | 4 | 5

(continued)
SMILES | BaF3 parental | p47phox inh | S1P4 ag | S1P4 antagonist | CHOP inh | Ba/F3 V617F tox | NPY-Y1 PAM-ag | NPY Y1 blocker | NPY2 pot ag
CCOC(=O)c1[nH]cnc1C(=O)NCc1ccccc1 | 3 | -8 | -1.3 | 16 | 10 | -1 | 5 | · | -3
Cc1c(NC(=O)Nc2ccccc2Cl)c(=O)n(-c2ccccc2)n1C | 0 | -3 | -1.9 | 3 | 12 | -2 | 11 | 0 | -10
Cc1ccc(S(=O)(=O)c2ccc(Cl)cc2)cc1S(=O)(=O)NC(C)C(=O)O (centres undefined) | 7 | -5 | -1.1 | -20 | 11 | -3 | -5 | -2 | 12
CCC1(C)Cc2c(sc3nc(NN)n(C)c(=O)c23)CO1 (centres undefined) | -1 | -6 | -1.0 | -10 | 8 | -1 | -5 | 2 | -18
CN(CCC#N)c1ccc(/C=C(\C#N)c2ccccn2)cc1 | 9 | -12 | 0.2 | 4 | 8 | 2 | 23 | 1 | 4
O=C1CN(C(=O)COc2ccc(F)cc2Cl)c2ccccc2N1 | 1 | -6 | -1.0 | 2 | -13 | 2 | -10 | · | 1
CCn1cc([N+](=O)[O-])c(C(=O)Nc2c(C)nn(Cc3c(F)c(F)c(F)c(F)c3F)c2C)n1 | 2 | -14 | 0.7 | -3 | 32 | 2 | -8 | 0 | -13
CN(C)CCNC(=O)c1ccc(CS(=O)(=O)c2c(Cl)cccc2Cl)o1 | 1 | -34 | 1.1 | -10 | 32 | -1 | 14 | -2 | -3
C/C(=N\N=C1\NC(=O)CC(C(=O)O)S1)c1ccc(F)cc1 (centres undefined) | 9 | -12 | 0.2 | -5 | 11 | 3 | 10 | -4 | 1
Cc1ccc(-c2nnc(SCc3ccc(C#N)cc3)n2Cc2ccco2)cc1 | 6 | -9 | -1.8 | -3 | -8 | 0 | 0 | 21* | -12
COc1ccc(N2C(=O)CCC(C(=O)NCCCN3CCC(C)CC3)C2c2ccc(OC)c(OC)c2)cc1 (centres undefined) | 4 | -1 | 0.9 | -7 | 6 | 0 | 16 | 12 | 9
CC(=O)N(C)c1ccc(NS(=O)(=O)c2cc(Cl)ccc2Cl)cc1 | -1 | 2 | -1.6 | 6 | -13 | -3 | -12 | 21* | -29
Cc1ccc(OCCCC(=O)Nc2ccc(Br)cc2)cc1 | 1 | -6 | -1.2 | -11 | 74* | 0 | -33 | 6 | -18
Clc1ccc2c(NNc3ccccc3Cl)ccnc2c1 | -1 | -10 | 1.0 | -6 | 47 | 1 | 14 | 2 | -1
C=CCN1C(=O)CN=C1Nc1cc(C)cc(C)c1 | 8 | 10 | 1.6 | 6 | -21 | 0 | 10 | -5 | -1
Clc1ccc(Sc2oc(/C=N/n3cnnc3)cc2Br)cc1 | 1 | -14 | 0.3 | 1 | 69 | 3 | -13 | 5 | 4
COc1ccccc1OCCn1cc(/C=C(\C#N)C(=O)NCc2ccco2)c2ccccc21 | 5 | -41 | 1.6 | -11 | 56 | -4 | -16 | -4 | 12
CCN(c1cccc(C)c1)S(=O)(=O)c1ccc(OC)c([N+](=O)[O-])c1 | 3 | -19 | 2.6 | -22 | 5 | 0 | 9 | 3 | 9

Grouped by structure, those above with a COOH group
SMILES | BaF3 parental | p47phox inh | S1P4 ag | S1P4 antagonist | CHOP inh | Ba/F3 V617F tox | NPY-Y1 PAM-ag | NPY Y1 blocker | NPY2 pot ag
COC(=O)c1ccc(COc2ccc(/C=N/Nc3cccc(C(=O)O)c3)cc2)cc1 | 0 | 3 | -0.6 | 0 | -13 | -2 | -1 | · | -18
COc1cccc(C(=O)NNC(=O)CCC(=O)O)c1 | -4 | -14 | 0.2 | -13 | 0 | -2 | -5 | · | 1
COc1cc(CN2CCNC(=O)C2CC(=O)O)cc(OC)c1 (centres undefined) | 1 | 1 | 1.2 | 1 | 5 | 1 | 2 | 2 | 3
COc1ccccc1N1CCN(C(=O)CSc2nnc3c4ccccc4n(CC(=O)O)c3n2)CC1 | 0 | 0 | 2.3 | -34 | -5 | -2 | -12 | -3 | -4
CCN(CC)S(=O)(=O)c1cccc(C(=O)N[C@H](C(=O)O)C(C)C)c1 | 8 | 92* | 0.6 | -21 | 4 | 0 | -31 | 2 | -12
C/C(=N\O)C1CC(CC(=O)O)C1(C)C (centres undefined) | -4 | -9 | 0.4 | 11 | 23 | -6 | 5 | · | 8
Cc1ccc(S(=O)(=O)c2ccc(Cl)cc2)cc1S(=O)(=O)NC(C)C(=O)O (centres undefined) | 7 | -5 | -1.1 | -20 | 11 | -3 | -5 | -2 | 12
C/C(=N\N=C1\NC(=O)CC(C(=O)O)S1)c1ccc(F)cc1 (centres undefined) | 9 | -12 | 0.2 | -5 | 11 | 3 | 10 | -4 | 1
